Compound activity from PubChem BioAssay.
GLD-1 RNA inh – GLD-1-TGE RNA interaction inhibition (C. elegans). Q17339. purified GLD-1 + fluorescein TGE RNA, fluorescence polarization. inhibition, % at 5.96 µM. 0.44% of 320,000 active;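 active = percent inhibition above a per-plate cutoff, the plate mean of test compounds plus 3 SD, cut at about 30% in these data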;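 note: 0% = DMSO wells with GLD-1 and probe and 100% = wells lacking GLD-1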
Fam108B counter – counter-screen for RBBP9 inhibitors: inhibitors of mouse Fam108B. recombinant Fam108B, FP-Rh probe fluorescence polarization. AID 1947. 0.33% of 300,000 active. inhibition, % at 9.51 µM;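 active = inhibition above the screen mean inhibition plus 3 SD, computed separately per campaign, cut at about 18% in these data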;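 note: inhibitors lower polarization as less probe binds the enzyme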
CR mimetic SO – lowers age-related superoxide in aged yeast cells; S. cerevisiae aged cells, superoxide DHE fluorescence; hits give low values; superoxide response (% of plate mean), % at 10 µM; 0.18% of 330,000 active; AID 2690;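 active = superoxide response under a set limit, about three screen SD below normal, cut at about 65% in these data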;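 note: yeast aged for seven days with compound at 30 °C before DHE staining; 100% = average MFI of all compound-treated wells on the plate with controls excluded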
BCLXL inh – Bcl-xL (human) inhibition. GST-Bcl-xL / FITC-Bim BH3 peptide fluorescence polarization. AID 2129. Q07817. inhibition, % at 10.9 µM. 0.7% of 320,000 active;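 active = inhibition above the mean of all tested compounds plus 3 SD, cutoff set per campaign, cut at about 30% in these data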;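 note: 0% = DMSO wells and 100% = unlabeled Bim-BH3 peptide competitor; inhibitors lower millipolarization by displacing the labeled peptide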
Target sequence (Q07817 whole entry, looked up): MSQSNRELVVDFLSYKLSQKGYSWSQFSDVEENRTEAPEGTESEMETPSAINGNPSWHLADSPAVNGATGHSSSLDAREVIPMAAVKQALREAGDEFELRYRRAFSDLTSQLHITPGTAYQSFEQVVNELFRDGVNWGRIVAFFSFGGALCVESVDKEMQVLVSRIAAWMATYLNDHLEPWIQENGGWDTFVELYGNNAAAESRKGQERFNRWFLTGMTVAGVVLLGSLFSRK
EBNA-1 inhibitor – blocks EBNA-1 binding to DNA. EBNA-1 DNA binding, fluorescence polarization. inhibition, % at 14.8 µM. 0.34% of 300,000 active. AID 1950; in the data active = inhibition above about 28%
Efflux pump inh – antifungal efflux pump inhibition, Nile Red retention | inhibition, % at 10 µM | 0.44% of 330,000 active | S. cerevisiae Candida pump triplex;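 active = plate passing quality check with inhibition over a set limit, or well fluorescence over plate mean plus 4 SD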;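 note: Nile Red retained in pooled yeast measured as flow cytometry median fluorescence; 0% = buffer negative control and 100% = Enniatin B positive control; higher means more Nile Red kept so more efflux inhibition; some compounds called inactive have numbers as strong as hits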
MEX-5 binding – C. elegans MEX-5 TCR-2 RNA binding activity. MEX-5/FITC-TCR2 RNA binding, fluorescence polarization; hits give low values. activity score (negative = inhibition of binding), % at 10 µM. 0.38% of 300,000 active;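 active = inhibition past about -25% in most replicates, and total fluorescence under double the plate's negative control median, limit read from the data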;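 note: 0% = DMSO and -100% = 5 µM competing unlabeled TCR2 RNA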
ZTA counter – ZTA (EBV) inhibition in EBNA-1 counter-screen; 0.15% of 320,000 active; ZTA-DNA binding, fluorescence polarization; inhibition, % at 11 µM; P03206; in the data active = inhibition above about 33%
Target sequence (P03206 whole entry, looked up): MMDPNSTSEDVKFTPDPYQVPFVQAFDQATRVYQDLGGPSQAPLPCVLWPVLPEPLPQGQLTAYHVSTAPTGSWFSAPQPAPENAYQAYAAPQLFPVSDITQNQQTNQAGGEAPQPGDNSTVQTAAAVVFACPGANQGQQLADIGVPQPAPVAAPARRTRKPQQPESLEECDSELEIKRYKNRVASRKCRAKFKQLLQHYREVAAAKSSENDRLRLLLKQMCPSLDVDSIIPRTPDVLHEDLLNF
MCL1-BIM inh – disrupts human MCL1 binding to BIM-BH3 peptide; GST-MCL1 / FITC-Bim-BH3 fluorescence polarization; AID 2057; inhibition, % at 10.9 µM; 0.68% of 320,000 active; Q07820;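 active = inhibition above the mean inhibition of all tested compounds plus 3 SD, set per campaign, cut at about 40% in these data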;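 note: 0% = DMSO wells and 100% = unlabeled Bim-BH3 peptide control; higher means more loss of mP so more displacement of Bim peptide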
Target sequence (Q07820 whole entry, looked up): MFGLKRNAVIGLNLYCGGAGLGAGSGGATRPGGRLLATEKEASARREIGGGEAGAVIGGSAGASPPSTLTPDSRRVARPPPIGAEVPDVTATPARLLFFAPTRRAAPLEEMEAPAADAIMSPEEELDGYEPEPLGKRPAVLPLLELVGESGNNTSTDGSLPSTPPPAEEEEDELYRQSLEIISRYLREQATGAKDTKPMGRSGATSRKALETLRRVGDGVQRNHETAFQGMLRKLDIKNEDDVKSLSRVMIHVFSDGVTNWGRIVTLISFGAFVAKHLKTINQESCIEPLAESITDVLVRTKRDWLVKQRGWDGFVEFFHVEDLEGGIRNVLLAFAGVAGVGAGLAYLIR
Numbers without * were called inactive; nt = no result given.

#	SMILES	EBNA-1 inhibitor	Fam108B counter	GLD-1 RNA inh	ZTA counter	CR mimetic SO
1	C[C@@H]1C[C@H]2[C@@H]3C[C@H](F)C4=CC(=O)C=C[C@]4(C)[C@@]3(F)[C@@H](O)C[C@]2(C)[C@@]1(O)C(=O)CO	-3	2	3	9	99
2	Cc1ccc(CN(Cc2ccco2)C(=O)c2ccco2)cc1	-5	2	10	-16	111
3	CCC(c1nnc(SCC(=O)Nc2cccc(S(N)(=O)=O)c2)n1-c1ccc(OC)cc1)N(C)C (stereo not given)	6	-5	2	12	96
4	COc1ccc(C2C(C#N)=C(N)Oc3cc(O)ccc32)cc1OC (stereo not given)	-1	-3	10	-6	102
5	Cc1cccc(OCC(=O)NCCN2CCOCC2)c1	9	-6	0	13	88
6	O=C(Nc1cccnc1Cl)c1cccc(F)c1	-5	3	3	-7	93
7	Cc1cc(C)n(CCC(=O)Nc2cccc(F)c2)n1	4	-1	5	3	101
8	COc1ccccc1NC(=O)c1ccc(NC(=O)CSc2n[nH]c(N)n2)cc1	2	0	-2	13	103
9	CC(NC(=O)C1CCN(C(=O)c2cccs2)CC1)c1ccc(S(N)(=O)=O)cc1 (stereo not given)	nt	nt	-2	-5	109
10	CC(=O)N1CC=CC1(C)C(=O)O (stereo not given)	8	0	5	9	102
11	COc1cccc(C2(O)CCN(C(=O)C3CCC3)CC2)c1	-2	4	2	-1	109
12	Cc1ccc(C(=O)NCC(=O)OCC(=O)NC2CCCCCCC2)cc1	6	-4	4	7	89
13	O=C(NCc1ccco1)c1cc(-c2ccccc2)nn1CC1CC(c2cccnc2)=NO1 (stereo not given)	4	2	3	-2	100
14	COc1cccc(Oc2c(C)oc3c(CN4CCCC4)c(O)ccc3c2=O)c1	3	-3	-2	-2	113
15	COc1ccccc1N1CCN(C(=O)CNC(=O)Cn2cnc3sc(C)c(C)c3c2=O)CC1	1	4	5	19	91

#	Efflux pump inh	MEX-5 binding	BCLXL inh	MCL1-BIM inh
1	0.0	-1.0	5	3
2	0.1	5.3	-2	-3
3	0.0	-1.9	5	0
4	0.0	-4.7	12	5
5	-0.5	1.0	0	-1
6	0.3	-0.5	1	-3
7	-0.1	1.7	2	3
8	-0.3	-0.6	1	2
9	-0.1	nt	-1	-6
10	0.0	-1.3	5	-1
11	0.1	3.7	-1	1
12	0.3	-0.4	1	4
13	-0.1	0.1	5	2
14	0.3	1.3	-5	-1
15	-0.6	-0.6	6	4

Reprinted, compounds 4–10
#	SMILES	EBNA-1 inhibitor	Fam108B counter	GLD-1 RNA inh	ZTA counter	CR mimetic SO
4	COc1ccc(C2C(C#N)=C(N)Oc3cc(O)ccc32)cc1OC (stereo not given)	-1	-3	10	-6	102
5	Cc1cccc(OCC(=O)NCCN2CCOCC2)c1	9	-6	0	13	88
6	O=C(Nc1cccnc1Cl)c1cccc(F)c1	-5	3	3	-7	93
7	Cc1cc(C)n(CCC(=O)Nc2cccc(F)c2)n1	4	-1	5	3	101
8	COc1ccccc1NC(=O)c1ccc(NC(=O)CSc2n[nH]c(N)n2)cc1	2	0	-2	13	103
9	CC(NC(=O)C1CCN(C(=O)c2cccs2)CC1)c1ccc(S(N)(=O)=O)cc1 (stereo not given)	nt	nt	-2	-5	109
10	CC(=O)N1CC=CC1(C)C(=O)O (stereo not given)	8	0	5	9	102

#	Efflux pump inh	MEX-5 binding	BCLXL inh	MCL1-BIM inh
4	0.0	-4.7	12	5
5	-0.5	1.0	0	-1
6	0.3	-0.5	1	-3
7	-0.1	1.7	2	3
8	-0.3	-0.6	1	2
9	-0.1	nt	-1	-6
10	0.0	-1.3	5	-1

(continued)
#	SMILES	EBNA-1 inhibitor	Fam108B counter	GLD-1 RNA inh	ZTA counter	CR mimetic SO
16	NC(=O)c1ccc(N2CCOCC2)nc1	-3	-4	-3	6	106
17	COc1cc(C(=O)OCC(=O)NC2CCS(=O)(=O)C2)ccc1OCc1c(C)noc1C (stereo not given)	6	0	2	-14	113
18	COc1ccc(NC(=O)COc2nsnc2N2CCCCC2)cc1	0	-3	0	3	110
19	Cc1cnc(NC(=O)C(C)N2CCN(C)CC2)s1 (stereo not given)	-11	-2	-2	8	90
20	CC1CC(C)CN(C(=O)c2cc(S(=O)(=O)N3CCCCC3)ccc2Cl)C1 (stereo not given)	3	0	0	-4	97
21	CC(C)CNC(=O)CC(c1ccccc1)c1ccccc1	-11	0	-2	2	87
22	COc1ccc(-n2nnc3c(SCC(=O)N4CCCc5ccccc54)ncnc32)cc1	-1	1	-4	-3	97
23	CC1=NN(c2ccc(C(F)(F)F)cn2)C(=O)C1	4	1	2	6	113
24	C=CCNC(=O)c1cc2cccc(OC)c2oc1=O	4	10	2	11	99
25	O=C(Nc1ccc(O)c(-c2nc3ccccc3o2)c1)C1(c2ccccc2)CCCC1	-3	-7	4	-6	122
26	CC1CCCCN1S(=O)(=O)c1ccc(C(=O)Nc2nnc(-c3ccccn3)o2)cc1 (stereo not given)	-7	2	-2	-15	82
27	CCOc1ccc(C2=[N+]([O-])C(C)(C)N(O)C2(C)C)cc1	-10	0	4	-11	96
28	CC(C)CC1(C)NC(=O)N(Cc2cc([N+](=O)[O-])cc3c2OCOC3)C1=O (stereo not given)	-3	-2	6	5	80
29	CC(SC1=Nc2ccccc2C2CC=NN12)C(=O)NC1(C#N)CCCCC1 (stereo not given)	7	0	-4	-13	90
30	O=C(Cn1nc(C(F)F)cc1C(F)F)NNC(=S)Nc1ccc(Cl)cc1	4	5	4	-6	88

#	Efflux pump inh	MEX-5 binding	BCLXL inh	MCL1-BIM inh
16	0.0	-4.0	3	5
17	-0.6	1.5	4	-6
18	9.0*	0.9	-2	7
19	0.1	-1.0	9	3
20	0.1	0.1	3	2
21	-0.1	2.6	2	-7
22	0.4	1.8	3	4
23	0.0	-3.0	5	6
24	-0.1	nt	1	7
25	0.5	0.2	-8	-2
26	0.9	-0.4	3	9
27	0.1	1.3	3	-5
28	0.1	-0.9	-8	-6
29	-0.2	-2.7	6	6
30	-0.1	-1.4	11	16

Next part:
#	SMILES	EBNA-1 inhibitor	Fam108B counter	GLD-1 RNA inh	ZTA counter	CR mimetic SO
31	CCOC(=O)C1(Cc2ccc(OC)cc2)CCN(C(=O)c2cc(C)on2)CC1	-23	-5	-4	4	80
32	CCCc1cc(C(=O)Nc2ccccc2SC)no1	12	-3	-4	16	91
33	O=C(CSc1ccc(-c2ccco2)nn1)NCc1ccccc1	5	2	2	8	83
34	O=C1CN(C(=O)COC(=O)c2cccc(S(=O)(=O)NCc3ccccc3)c2)c2ccccc2N1	-20	-1	-1	-4	110
35	CCOC(=O)c1nc2sc(C)c(C)c2c(=O)[nH]1	2	-1	2	2	79
36	C=CCn1c(SCC(=O)N(C)C2CCS(=O)(=O)C2)nnc1-c1ccncc1 (stereo not given)	3	3	-1	-10	97
37	Cc1ccc(OCC(=O)N2N=C(c3ccncc3)CC2(O)C(F)(F)F)cc1C (stereo not given)	5	4	6	1	108
38	Cc1cc(=O)[nH]c(SCC(=O)c2ccc(C)c(C)c2)n1	-21	0	-9	3	86
39	C=CCOc1ccc(NC(=O)C(=O)NCCCn2ccnc2)cc1	7	0	8	19	88
40	CC(Sc1ncc(C#N)c(N)n1)C(=O)Nc1ccccc1 (stereo not given)	0	-2	-4	1	98
41	CC(=O)N1CCCN(Cc2cn(-c3ccc(C)cc3)nc2-c2cccc(C)c2)CC1	-8	2	5	-12	97
42	COc1ccsc1C(=O)Nc1ccc(F)cc1F	6	-2	4	4	97
43	O=C(NCc1cccc2ccccc12)c1cccs1	nt	nt	1	-16	70
44	Cc1ccc(NC(=O)Cn2nnc3ccccc3c2=O)cc1C	2	0	2	11	102
45	COC(=O)c1ccc(NC(=O)N(c2ccccc2)c2ccccc2)cc1	14	-1	8	22	105

#	Efflux pump inh	MEX-5 binding	BCLXL inh	MCL1-BIM inh
31	0.4	1.3	-1	-4
32	0.0	0.3	2	6
33	0.2	0.9	10	17
34	0.2	6.1	-2	-14
35	-1.2	1.3	1	-3
36	0.0	2.6	-1	-6
37	-0.1	3.7	-9	-13
38	0.1	-0.9	-2	2
39	-0.1	4.1	2	-3
40	-0.2	-0.8	-4	-1
41	0.0	0.1	4	2
42	0.1	0.2	1	0
43	-0.1	nt	2	1
44	-0.1	2.7	4	6
45	-0.2	1.2	7	0

More records:
#	SMILES	EBNA-1 inhibitor	Fam108B counter	GLD-1 RNA inh	ZTA counter	CR mimetic SO
46	O=C(Nc1ccc(S(=O)(=O)Nc2nccs2)cc1)C(F)(F)F	3	1	3	17	87
47	Cc1ccccc1N(CC(=O)NC1CCCCC1)C(=O)CNC(=O)c1cccs1	-9	1	8	-19	102
48	COC(=O)c1ccc(OC)c(CSc2nnc(COc3ccccc3)o2)c1	0	0	7	-17	94
49	O=C1CCCC/C1=C/NCc1ccccc1	-7	-1	6	15	103
50	S=c1[nH]nc(-c2ccco2)n1-c1ccccc1Cl	6	-3	7	-10	92
51	CC(=O)Nc1ccc(N/C=C(\C#N)S(=O)(=O)c2ccc(Cl)cc2)cc1	-5	-4	3	11	98
52	CCSc1nnc(NC(=O)[C@H](C)NC(=O)c2ccccc2Cl)s1	8	-2	2	18	97
53	Cc1ccc(CNC(=O)C(NS(=O)(=O)c2cccc3nsnc23)c2ccccc2)cc1 (stereo not given)	7	0	3	5	96
54	Cc1ccc2c(c1)nc(-n1nc(C)cc1C)c1nnnn12	10	0	4	-2	133

#	Efflux pump inh	MEX-5 binding	BCLXL inh	MCL1-BIM inh
46	-0.1	-2.8	3	2
47	0.0	0.7	0	5
48	-0.1	-2.1	5	7
49	0.0	0.8	4	8
50	-0.3	2.7	-21	-11
51	0.2	2.6	-2	-5
52	0.0	3.7	1	-8
53	-0.2	0.5	-1	-3
54	0.0	-1.7	16	7
